Assay outcomes as filed in PubChem BioAssay.
NCOA2 inhibitor – human SRC2 (NCOA2) inhibition; Q15596; HEK293 GAL4-SRC2 luciferase reporter, luminescence; inhibition, % at 9 µM; hit rate 0.17% among 370,000; AID 651957;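 active = inhibition above the mean inhibition of all tested compounds plus 3 SD, set per campaign, cut at about 52% in these data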;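 note: 0% = DMSO treated cells and 100% = cells given Gossypol at 36 µM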
COUP-TFII inh – blocks human COUP-TFII nuclear receptor. inhibition, % at 8.6 µM. P24468. AID 686940. hit rate 0.7% among 370,000. HEK293T NGFI-A luciferase reporter, luminescence;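 active = inhibition above a per-plate cutoff, mean inhibition of test wells between control levels plus 3 SD, cut at about 38% in these data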;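 note: cells cotransfected with COUP-TFII expression vector driving the NGFI-A reporter; 0% = median of COUP-TF2 test wells and 100% = reporter-only cells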
TWEAK-Fn14 inh – TWEAK-Fn14 signaling inhibition; TWEAK-stimulated Fn14 reporter cells, luciferase luminescence, 8 h; inhibition, % at 10 µM; hit rate 2% among 360,000; AID 1159606; in the data active = inhibition above about 50%
Granule exo inh – blocks lytic granule exocytosis; hit rate 0.66% among 360,000; inhibition, % at 10 µM; TALL-104 LAMP-1 surface exposure, flow cytometry; cells stimulated with thapsigargin and PMA;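 active = inhibition above about 55%, limit read from the data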
SRC3 inh – inhibits human SRC3 coactivator | AID 588352 | hit rate 0.17% among 360,000 | HEK293 GAL4-SRC3 luciferase reporter, luminescence | inhibition, % at 3.6 µM;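 active = inhibition above a per-campaign cutoff, the mean of all compounds plus 3 SD, cut at about 60% in these data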;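 note: 0% = DMSO-treated cells and 100% = gossypol-treated cells at 36 µM; higher means less SRC3-driven luciferase light from the GAL4 reporter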
LRH-1 inv ag – inverse agonists of human LRH-1 (NR5A2) | AID 602396 | hit rate 0.13% among 360,000 | O00482 | inhibition, % at 3.6 µM | HEK293T StAR-luciferase reporter, LRH-1 transfected, 24 h;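 active = inhibition above the mean inhibition of all tested compounds plus 3 SD, cut at about 73% in these data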;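 note: 0% = DMSO wells and 100% = reporter-only cells lacking LRH-1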
SRC1 inh – inhibits human SRC1 coactivator | HEK293 GAL4-SRC1 luciferase reporter, luminescence | inhibition, % at 3.6 µM | hit rate 0.12% among 360,000 | AID 588354 | Q15788;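 active = inhibition above the campaign mean plus 3 SD, with each screening campaign given its own cutoff, cut at about 60% in these data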;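 note: 0% = DMSO treated cells and 100% = gossypol at 36 µM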
TROY signal inh – TROY signaling inhibition | Q293 LMP1-TROYcd NF-kB luciferase reporter, 4 h | inhibition, % at 10 µM | hit rate 0.98% among 360,000;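 active = compounds whose plate-normalised and pattern-corrected inhibition of the luciferase reporter signal at the single screening dose is 50% or more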
NOD2-RIPK2 inh – NOD2-RIPK2 protein interaction inhibition | O43353 | CHO BLA complementation NOD2-RIPK2, CCF4 ratio | inhibition, % at 4.98 µM | hit rate 0.38% among 360,000 | AID 624267; in the data active = inhibition above about 21%;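 note: 0% = vehicle only and 100% = reference blocker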
TLR9-MyD88 block – blocks human TLR9 binding to MyD88. inhibition, % at 4.98 µM. CHO BLA complementation TLR9-MyD88, CCF4 FRET ratio. hit rate 0.21% among 340,000. Q9NR96+Q99836;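 active = inhibition above the mean over all tested compounds plus 3 SD, cut at about 21% in these data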;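 note: 0% = DMSO only wells and 100% = clavulanate BLA inhibitor control wells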
ABHD5-PLIN5 inh – ABHD5-PLIN5 protein interaction inhibition; Q00G26+Q8WTS1; Split G. princeps luciferase complementation, luminescence, 4 h; hit rate 0.78% among 360,000; inhibition, % at 4 µM;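 active = inhibition above the mean inhibition across every tested compound plus 3 SD, cut at about 22% in these data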;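 note: 0% = DMSO only wells and the 100% control is not disclosed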
The depositor's hits bear a star; nt = no result given. Not all compounds are listed, so the mix of outcomes need not match the whole.

SMILES | NCOA2 inhibitor | COUP-TFII inh | TWEAK-Fn14 inh | Granule exo inh | SRC3 inh | LRH-1 inv ag | SRC1 inh | TROY signal inh | NOD2-RIPK2 inh | TLR9-MyD88 block | ABHD5-PLIN5 inh
COc1ccccc1S(=O)Cc1ccc(C(=O)NCCc2ccc(Cl)cc2)o1 (stereo not given) | nt | nt | 9 | 3 | 11 | -31 | -3 | -3 | -5 | 11 | 0
COCCCNC(=O)c1ccc(N2CCCC2)c(NS(=O)(=O)c2ccc(C)cc2)c1 | -38 | -13 | -11 | -2 | -22 | -26 | -21 | -9 | -8 | -3 | 4
COc1ccc(S(=O)(=O)c2ccccc2)cc1NC(=O)c1c(F)cccc1F | -18 | -24 | 7 | 11 | 13 | 26 | 7 | -4 | -18 | 2 | 4
Cc1cc(-c2n[nH]c(=S)n2/N=C/c2ccc(C)s2)n[nH]1 | -20 | -7 | 7 | -5 | 14 | 14 | 5 | 12 | -11 | 5 | 0
O=C(Cc1cccs1)N1CCCC(c2nc3c(nnn3Cc3ccc(F)cc3)c(=O)[nH]2)C1 (stereo not given) | 2 | -6 | 2 | 6 | 11 | -8 | 2 | 3 | -4 | -10 | 3
CN(C(=O)c1cc(C(=O)N(C)c2ccccc2)cc([N+](=O)[O-])c1)c1ccccc1 | -5 | 9 | 1 | 0 | 4 | 4 | 5 | 7 | -4 | -9 | 0
CCCCCCCCNC(=O)c1cccnc1SCC(=O)Nc1ccccc1OC | 4 | 17 | -17 | 8 | 11 | -6 | 0 | 9 | -6 | 10 | 0
O=C(O)/C(=C\c1ccccc1)c1ccccc1 | 11 | 4 | 6 | 8 | 7 | -3 | -12 | -3 | -6 | 2 | -3
CN(CC(=O)NCCc1ccccc1)S(=O)(=O)c1ccc(Br)cc1 | 4 | 18 | 7 | -3 | 2 | 5 | 5 | 9 | 11 | -2 | -1
CS(=O)(=O)c1ccc(Cl)c(C(=O)OCC(=O)NC2CCCCCCC2)c1 | 16 | -9 | -19 | -4 | 2 | 9 | 1 | 8 | -3 | -12 | -10
CCN1CCN(C(=O)CCc2nnc(CCc3c[nH]c4ccccc34)o2)[C@@H](C)C1=O | -12 | 15 | 2 | 2 | 2 | 5 | -10 | 14 | -3 | 8 | -1
COc1cc(NC(=O)C2CCN(S(=O)(=O)c3ccc(N4CCCC4=O)cc3)CC2)cc(OC)c1 | 6 | 19 | -16 | 2 | 49 | 9 | 4 | -6 | 4 | 6 | 4
CC(NC(=O)c1cc(F)c(F)cc1Cl)c1ccncc1 (stereo not given) | -3 | 4 | -3 | -6 | 11 | 4 | 11 | -5 | -20 | 4 | -5
CC1(C(=O)NS(=O)(=O)c2cccc(F)c2)CCN1C(=O)CC1CCCC1 (stereo not given) | 7 | 7 | -2 | -6 | 9 | -2 | 7 | -4 | -11 | nt | -10
COc1cc(CCC(=O)NCc2ccc(S(N)(=O)=O)cc2)cc(OC)c1OC | -4 | 2 | -2 | 20 | -4 | 8 | 10 | -7 | -3 | -1 | 0
NC(=O)c1ccsc1NC(=O)COC(=O)Cc1ccccc1[N+](=O)[O-] | -23 | 27 | 10 | 1 | -16 | 10 | 3 | 5 | -14 | 0 | 1
CCc1ccccc1NC(=O)c1cc(-c2ccco2)on1 | -47 | -11 | -17 | -5 | -23 | -8 | -1 | 9 | -4 | 12 | -2
O=C(NC1CCCCC1)c1cccc(N2C(=O)CCC2=O)c1 | 1 | -11 | -6 | 28 | -1 | 7 | -17 | -2 | 9 | -4 | 10
CC(C(=O)OCC(=O)Nc1cccc(S(=O)(=O)N(C)C)c1)N1C(=O)c2ccccc2C1=O (stereo not given) | 6 | 8 | -19 | -2 | 20 | -9 | -2 | 22 | 0 | 0 | 3
CN(CC(=O)Nc1cccc(F)c1)CC(=O)N(C)CC(=O)Nc1ccccc1Br | -3 | -6 | -11 | -6 | -4 | -7 | -6 | 7 | -11 | 1 | 1
Cc1oc(-c2cc(Cl)cc(Cl)c2)cc1C(=O)NCCc1ccccc1 | -17 | -5 | -7 | 3 | 16 | 6 | -3 | 23 | 3 | 0 | 2
COc1ccc2c(-c3ccccc3)cc(SCC(N)=O)nc2c1 | 11 | -1 | 9 | 2 | 6 | 33 | -11 | 13 | -7 | -8 | 6
CCCn1c(SCC(=O)N2CCCc3ccccc32)nc2c1c(=O)n(C)c(=O)n2C | 16 | 3 | 0 | 2 | -14 | 4 | 5 | -3 | -13 | 1 | 0
O=C(CC(Nc1cccc(Cl)c1Cl)C(=O)OCC(=O)c1cccs1)c1ccccc1 (stereo not given) | -15 | 2 | 25 | 0 | 4 | 1 | -9 | 9 | -2 | -2 | 14
COc1ccccc1C(=O)NCCN1CCCC1 | -13 | -3 | -5 | -6 | 4 | 14 | 5 | 2 | 1 | 0 | 2
CC(C)CCN1C(=O)CSCC1(C)C(=O)NCc1ccccc1 (stereo not given) | -10 | -6 | nt | -4 | nt | -10 | nt | nt | -20 | nt | -6
O=C(NCc1ccc2c(c1)OCO2)c1ccc(C2SCC(=O)N2Cc2ccco2)cc1 (stereo not given) | -6 | -20 | 7 | -1 | 8 | 0 | -2 | 2 | -1 | -9 | 10
COc1ccccc1N1CC(C(=O)Nc2cccc(C(=O)O)c2)CC1=O (stereo not given) | -10 | 6 | 18 | -1 | 3 | 6 | 15 | -4 | -1 | -3 | 7
CSc1n[nH]c(-c2sccc2OCc2ccc(C)cc2)n1 | -10 | 6 | 10 | 2 | -3 | 6 | -6 | 7 | -4 | -2 | -3
CCC1(C)Cc2c(sc3nnn(CC(=O)Nc4ccccc4)c(=O)c23)CO1 (stereo not given) | 6 | -3 | -22 | -2 | 18 | 12 | -11 | -6 | -2 | -12 | 3
O=C(NC(=S)N(CCO)Cc1ccccc1)c1ccc(F)cc1Cl | -24 | 6 | -6 | 1 | 18 | 7 | 7 | -7 | -12 | -11 | -8
CN1CCN(c2ccc(NC(=O)c3cc(Cl)c4c(c3)OCCO4)cc2)CC1 | -25 | -5 | -13 | 2 | -10 | -16 | -55 | -36 | -3 | 1 | 5
COc1ccc(-c2csc(N(CCCN(C)C)C(=O)c3ccccc3F)n2)cc1 | -2 | 15 | -5 | 19 | 12 | 13 | 14 | -17 | 9 | -4 | -2
S=C(NCCCCNC(=S)NCc1ccccc1)NCc1ccccc1 | 18 | 8 | 27 | 10 | 7 | 13 | 4 | 2 | 0 | 6 | -2
Cc1ccccc1C(=O)N1CCCC(N2CCN(Cc3ccc4c(c3)OCO4)CC2)C1 (stereo not given) | -60 | 7 | -6 | -1 | 1 | -6 | -49 | 14 | -8 | -5 | -3
COc1ccc(CC2(CO)COc3ccccc3C2=O)cc1 (stereo not given) | -21 | 1 | 28 | -3 | 1 | 2 | -12 | 13 | -7 | 5 | 2
CCc1c(C)sc(NC(=O)C2CC2)c1C(=O)OC(C)C | -12 | 13 | 15 | -2 | 10 | 2 | -3 | 0 | -5 | -1 | -4
CCN1CCN(C(CNS(=O)(=O)c2ccccc2)c2cccnc2)CC1 (stereo not given) | -7 | 11 | 7 | 2 | 0 | -25 | 0 | -15 | -3 | -3 | 0
Cc1ccc(CC(NC(=O)c2ccccc2)C(=O)NC(CC(C)C)C(=O)O)cc1 (stereo not given) | -8 | -15 | 4 | -1 | 7 | -23 | -1 | -9 | 59* | 11 | -6
Cc1nn(C)c(C)c1S(=O)(=O)N(CC(=O)NCc1cccs1)c1ccc(C(C)C)cc1 | -13 | -2 | 3 | 7 | 8 | 11 | -11 | -9 | -7 | -2 | 4
CCc1ccc(NC(=O)C(=O)NCCN2CCN(C(=O)c3ccco3)CC2)cc1 | -8 | 16 | -1 | -3 | -25 | -7 | -50 | -6 | -5 | 3 | 0
Cc1ccc(N=Nc2c(C)[nH]n(-c3ccccc3)c2=O)cc1Br | 7 | -7 | 10 | -4 | -16 | 9 | 17 | 13 | -2 | 3 | 6
Cc1n[nH]c(=S)n(/N=C/c2cccs2)c1=O | 10 | 2 | 5 | 0 | 4 | -11 | -10 | -12 | 4 | -2 | -5
CCN(CC)S(=O)(=O)c1cc(NC(=O)C(C)N2CCN(Cc3ccc4c(c3)OCO4)CC2)ccc1C (stereo not given) | 13 | 18 | -12 | 2 | 13 | 11 | 19 | 32 | 2 | -4 | -3
CN1CCN(/C=C2\SC(=S)NC2=O)CC1 | -4 | 5 | -14 | -4 | -12 | -12 | 1 | 14 | -7 | 1 | -1
O=C(Nc1sc2c(c1C(=O)NCc1cccnc1)CCCC2)c1ccco1 | -5 | -13 | 17 | -2 | -2 | 22 | 5 | -7 | -7 | -5 | -2
CCCCc1ccc(NC(=S)N2CCCC(CO)C2)cc1 (stereo not given) | -31 | -36 | 12 | 1 | -84 | -91 | -104 | 11 | 0 | 2 | 2
COc1cc(/C=C/c2noc(-c3ccccc3O)n2)ccc1OC(C)=O | -51 | -17 | -22 | 0 | -27 | 5 | -41 | -40 | -11 | 4 | 11
Oc1ccccc1CN1CCC(C(O)(c2ccccc2)c2ccccc2)CC1 | -12 | -9 | 7 | -1 | 16 | 15 | -19 | -16 | 4 | -5 | 0
CCCC(C(=O)NCc1ccco1)N(CC1CCCO1)C(=O)CNS(=O)(=O)c1ccc(F)cc1 (stereo not given) | 7 | -13 | -4 | 24 | -3 | -6 | -18 | -19 | 9 | -4 | 0
CC(=O)c1sc(NC(=O)c2ccc(C)cc2)nc1C | -24 | -42 | 19 | -2 | -60 | -111 | -70 | -23 | -18 | 4 | 1
CCCC(=O)Nc1ccc(C(=O)NCC(=O)OCC)cc1 | 8 | 15 | -4 | 2 | -9 | -11 | -18 | 3 | -13 | 2 | 0
CC1CC(C)(C)NC(=S)N1CC(=O)N1CCN(Cc2ccc3c(c2)OCO3)CC1 (stereo not given) | 32 | -19 | 19 | 0 | -1 | -7 | -14 | -5 | 3 | 4 | -1
COc1ccc(C2C(=O)N(C3CCCCC3)CC(=O)N2C2CCCC2)cc1 (stereo not given) | -8 | 17 | 9 | -4 | 5 | 11 | 13 | 1 | -5 | -4 | -10
O=C(OC1CCOC1=O)c1ccccc1C(=O)c1ccc(Cl)c([N+](=O)[O-])c1 (stereo not given) | nt | nt | 66* | 0 | -3 | -1 | -3 | 23 | 14 | -5 | 2
NC(=O)c1cccnc1Oc1ccccc1 | -23 | -3 | -4 | 1 | 24 | 14 | 12 | -10 | 2 | -1 | 5

A stretch taken from the entries so far, as a working copy:
SMILES | NCOA2 inhibitor | COUP-TFII inh | TWEAK-Fn14 inh | Granule exo inh | SRC3 inh | LRH-1 inv ag | SRC1 inh | TROY signal inh | NOD2-RIPK2 inh | TLR9-MyD88 block | ABHD5-PLIN5 inh
Cc1n[nH]c(=S)n(/N=C/c2cccs2)c1=O | 10 | 2 | 5 | 0 | 4 | -11 | -10 | -12 | 4 | -2 | -5
CCN(CC)S(=O)(=O)c1cc(NC(=O)C(C)N2CCN(Cc3ccc4c(c3)OCO4)CC2)ccc1C (stereo not given) | 13 | 18 | -12 | 2 | 13 | 11 | 19 | 32 | 2 | -4 | -3
